Screening results from PubChem.
ELG1 DNA repair = inhibitors of ELG1-dependent DNA repair in HEK293T cells | 330,000 compounds, 2.3% hits | HEK293T ELG1-luciferase reporter, luminescence, 16 h; DNA damage induced by 5-fluorouridine | Potency, µM (titrated, usually from 46.1 µM), for the others: top-dose activity change, negative = inhibition, hits mostly inhibitors; note: potency is the fitted concentration of half-maximal effect; % is set by controls: 0 for no effect and ±100 for the full control effect; nearly all actives have a fitted effect of over 55% in size
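Step one: seed 2,000 cells per well. Step two: pin-transfer compound or DMSO alongside 5-fluorouridine. Step three: incubate 16 hr, 37 °C, 5% CO2. Step four: add ONE-Glo, wait 30 min, read luminescence.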
TCR activator = T cell receptor activation; primary human leukocytes, anti-CD3, IL-2 HTRF, 48 h; AID 504894; 330,000 tested, under 10 active; Potency, µM (top dose mostly 9.22 µM), inactives show at the highest dose activation of IL-2 secretion, most hits filed as activators; note: % of control where 0% means no effect
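IL-2 produced over 48 hr by a-CD3 bead-stimulated primary human leukocytes exposed to compounds was detected with a homogeneous time-resolved FRET immunoassay, 665nm acceptor signal after 320nm excitation.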
B2AR arrestin = beta2AR (human) beta-arrestin recruitment activity; beta-arrestin recruitment to beta2AR, cell-based reporter; 330,000 compounds, 0.02% hits; Potency, µM (titrated, usually from 46.1 µM), for inactives: at the top dose activation, hits mostly activators;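 note: potency is the fitted concentration of half-maximal effect; 0% = DMSO controls and full agonism = EC100 isoproterenol or metaproterenol; nearly all actives have a fitted effect of over 65% in size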
BRCA1 expr act = activators of BRCA1 expression; MCF7-BRCA1-FFLuc reporter, luminescence, 48 h; response scale: scaled: vehicle 0%, 10 µM genistein 100%; Potency, µM (top dose mostly 46.1 µM), for inactives: at the highest dose activation, hits mostly activators; 380,000 compounds, 1.1% hits; AID 624202; note: potency is the fitted concentration of half-maximal effect; nearly all actives have a fitted effect of over 80% in size; some results filed as inactive show a strong effect at the top dose
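MCF7-BRCA1-FFLuc, 2000 cells/well; 2 h attach, 37 °C/5% CO2; compound 48 h; luciferase substrate 15 min; luminescence end-point. Norm. to genistein 10 microM max activation and DMSO; concentration-response curves fitted.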
MLL CXXC-DNA inh = inhibitors of human MLL CXXC domain-DNA interaction | 290,000 compounds, 0.037% hits | MLL-CXXC / FITC-HOXA9 DNA fluorescence polarization | Q03164 | Potency, µM (doses to about 115 µM), for the others: at the highest dose activity change, negative = inhibition, hits mostly inhibitors; active = well fitted inhibition curve with a large enough effect in the polarisation, with a control signal flat, not every such curve was filed as active; inconclusive = small, poorly fitted or top-dose-only effect, or effect the other way, or a change in a side signal; inactive = no such curve, though single readings can be large or run the other way; the % refers to the polarisation; note: potency is the fitted concentration of half-maximal effect
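Steps: dispense CXXC domain solution (7 uM) → pin compounds or unlabeled HOX-A9 DNA control → 5 min ambient → add FLSN-HOX-A9 solution (50 nM) → spin → 30 min ambient → fluorescence polarization. Tris pH 7.5/NaCl/DTT/BSA buffer.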
TRPV1 agonist = human TRPV1 agonism; TRPV1-expressing cells, Fluo-8 calcium influx, agonist mode; activation, % at 8.33 µM; 320,000 compounds, 0.19% hits; in the data active = activation above about 80%; inconclusive = between about 30% and that limit; note: 0% is about no effect
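Cells expressing TRPV1 were dye-loaded with Fluo-8 and read kinetically: 10 s baseline, 3 min after compound (agonist portion), then 2 min after EC20 capsaicin (allosteric enhancer portion). Calcium-bound dye fluorescence at 480/520 nm.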
a7 integrin act = integrin-mediated muscular dystrophy alleviation activation; alpha7betagal myoblasts, beta-gal FDG fluorescence, 48 h; Potency, µM (series often up to 38.3 µM), for inactives: at the top dose activation, actives largely listed as activators; 350,000 compounds, 0.064% hits; AID 624291;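 note: potency is the fitted concentration of half-maximal effect; 100% = response of the positive control SU9516; nearly all actives have a fitted effect of over 60% in size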
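Alpha7betagal+/- myoblasts (passage 13) were plated 16-24 hr, then exposed to compounds (1:260 dilution of DMSO stock) for 48 hours at 37C. After MPER lysis, β-galactosidase reporter activity was read as FDG fluorescence (ex 480/em 540) after 30 minutes.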
TSG101-PTAP inh = blocks PTAP/TSG101 interaction to inhibit HIV-1 budding; Q99816; Fluorescence polarization, FITC-PTAP peptide / Tsg101 binding; Potency, µM (series often up to 115 µM), inactives show at the highest dose activity change, negative = inhibition, actives largely listed as inhibitors; 340,000 tested, under 10 active; active = well fitted inhibition curve with a large enough effect in the main read-out, with a control signal flat, not every such curve was filed as active; inconclusive = small, poorly fitted or top-dose-only effect, or effect the other way, or a change in a side signal; inactive = no such curve, though single readings can be large or run the other way; note: potency is the fitted concentration of half-maximal effect; % of control where 0% means no effect
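Fluorescence anisotropy tracks displacement of a FITC-tagged PTAP peptide (50 nM) from the Tsg101 binding domain (10 uM), following a 20 min room-temperature incubation at pH 7.5.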
AT treatment = potential ataxia-telangiectasia treatments restoring KAP-1 phosphorylation; […] A-T fibroblasts, KAP-1 phosphorylation AlphaLISA; neocarzinostatin DNA damage 30 min before lysis; Potency, µM (titrated, usually from 57.5 µM), for the others: top-dose activation, most hits filed as activators; 320,000 compounds, 0.19% hits; AID 485349; note: potency is the fitted concentration of half-maximal effect; % of control where 0% means no effect; nearly all actives have a fitted effect of over 45% in size
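hTERT-immortalized A-T patient fibroblasts ([…]), 500 cells/well in OPTI-MEM, 1% FBS, got compounds for 60 min, then NCS for 30 min at 37C. Lysates were then assayed for phospho-KAP-1 by AlphaLISA (anti-pKAP1 donor, anti-KAP1 acceptor beads), 6 hr at 25C.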
p53 reactivation = re-activators of mutant p53. H1299 p53-A138V BP100-luciferase reporter, luminescence, 24 h. Potency, µM (highest dose often 92.2 µM), for the others: top-dose activity change, positive = activation, usual class: activators. 320,000 compounds, 0.063% hits; note: potency is the fitted concentration of half-maximal effect; % of control where 0% means no effect; nearly all actives have a fitted effect of over 45% in size
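H1299 (p53-null), stable ts p53-A138V + BP100-Luc; 1000 cells/well, Opti-MEM/10% FBS; cpd 4 pt, 1:5; 24 h, 37 deg C, 5% CO2; detection reagent 10 min RT; luminescence.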
The depositor's hits bear a star; ? = inconclusive; / = no result given; & = joins results of further samples; [ ] = another dose, or the depositor's remark. Unless noted, calls come from the whole dose curve; as a rule, active = well fitted curve in the direction sought with a large enough effect; inconclusive = small, poorly fitted or top-dose-only effect, or another doubt; inactive = no such curve, though single readings can be large; an effect the other way counts as inactive or inconclusive.

1: Cc1ccc2c(CN3CCN(S(=O)(=O)c4ccccc4C(F)(F)F)CC3)cc(=O)oc2c1C
2: O=S(=O)(NC1c2cccc3cccc(c23)C1N1CCNCC1)c1ccc(Cl)cc1 (stereo not given)
3: CC1(C(=O)O)COC(c2ccc(Cl)cc2)OC1 (stereo not given)
4: COc1ccccc1C(=O)Nc1cccc2c1CCCC2
5: CCOC(=O)c1c2ccc(OCC(=O)NN)cc2n2ccccc12
6: CCOC(=O)CNC(=O)CSc1ncnc2c1cnn2-c1ccccc1
compound no.	1	2	3	4	5	6
ELG1 DNA repair	16µM*	2%	0%	15%	?	12%
TCR activator	4%	0%	-9%	1%	5%	-3%
B2AR arrestin	0.2%	-0.3%	0.4%	-0.3%	-0.3%	0.0%
BRCA1 expr act	-30%	-27%	2%	35%	-8%	3%
MLL CXXC-DNA inh	/	-3%	15%	4%	17%	6%
TRPV1 agonist	5	5	-5	6	?	-4
a7 integrin act	-12%	-71%[inhibitor]	7%	-8%	-18%	-27%
TSG101-PTAP inh	-10%	-1%	-2%	1%	-20%	-4%
AT treatment	-2%	-8%	8%	4%	22%	4%
p53 reactivation	-5%	6%	0%	?	-2%	-27%

7: C=CCSc1nc2c(cnn2-c2ccc(C)c(C)c2)c(=O)[nH]1
8: CC(C)N(Cc1nccn1C)C(=O)c1ccc(OC2CCN(C(=O)C3CC3)CC2)cc1
9: Cn1nc([N+](=O)[O-])nc1S(C)(=O)=O
10: COc1ccc(Cc2nnc3n2N=C(c2cc4ccccc4o2)CS3)cc1OC
11: CC(=O)c1ccc(Nc2cc(C)nc3nc(C)nn23)cc1
12: COC(=O)c1cc(S(=O)(=O)NCc2cc(OC)c(OC)c(OC)c2)cn1C
compound no.	7	8	9	10	11	12
ELG1 DNA repair	-2%	10%	?	/	?	5%
TCR activator	-10%	-4%	11%	-1%	11%	-2%
B2AR arrestin	-0.1%	0.2%	0.0%	/	-0.5%	-0.8%
BRCA1 expr act	0%	0%	-44%	-30%	-7%	-9%
MLL CXXC-DNA inh	-15%	2%	1%	/	5%	14%
TRPV1 agonist	-2	-1	0	/	16	1
a7 integrin act	3%	0%	-74%[inhibitor]	-7%	-1%	-18%
TSG101-PTAP inh	-2%	-6%	2%	0%	-2%	-8%
AT treatment	-1%	5%	-3%	/	-3%	-7%
p53 reactivation	3%	5%	-11%	/	2%	1%

13: CCC(C)(C)NC(=O)CN(C(=O)c1snc(C(N)=O)c1N)c1ccc2c(c1)OCO2
14: COc1ccccc1-n1c(CNC(=O)c2ccc(S(=O)(=O)N3CCCCC3)cc2)n[nH]c1=S
15: Fc1ccc(CCNc2ncnc3[nH]ncc23)cc1
16: Cc1ccc(S(=O)(=O)N(CC(=O)Nc2ccc(F)cc2)C(=O)N2CCN(C)CC2)cc1
17: N#CCSCC(=O)Nc1ccc(Br)cc1
18: Cc1nc2ccc(NC(=O)COc3ccccc3F)cc2s1
compound no.	13	14	15	16	17	18
ELG1 DNA repair	7%	18%	/	18%	9%	?
TCR activator	2%	-1%	-4%	2%	10%	2%
B2AR arrestin	-0.5%	0.0%	/	0.3%	-0.1%	-0.8%
BRCA1 expr act	-9%	-4%	53%	-3%	-32%	0%
MLL CXXC-DNA inh	-2%	19%	/	/	1%	2%
TRPV1 agonist	10	0	/	-1	8	-1
a7 integrin act	1%	?	0%	-13%	19%	14%
TSG101-PTAP inh	-9%	-5%	0%	0%	-5%	-2%
AT treatment	12%	1%	/	-5%	0%	7%
p53 reactivation	-18%	-12%	/	12%	-10%	8%

19: O=c1[nH]c(CSc2nc(-c3ccccc3)cs2)nc2ccccc12
20: CCO[C@@H]1OC(C(=O)NCc2nc3ccccc3[nH]2)=C[C@H](C2CC2)[C@H]1CCCO
21: Oc1ccc(C=NN=Cc2ccco2)c(O)c1
22: CCOC(=O)C1(Cc2cccc(OC)c2)CCN(Cc2cccc(OC)c2O)CC1
23: Oc1c(CNc2ccccc2)cc(COCc2ccccc2)c2cccnc12
24: O=C(CCN1C(=O)/C(=C\c2cccc(Br)c2)SC1=S)NCCCN1CCOCC1
compound no.	19	20	21	22	23	24
ELG1 DNA repair	?	2%	/	?	?	0%
TCR activator	-1%[46.1 µM]	-7%	-6%	0%	4%	-2%
B2AR arrestin	0.3%	-0.2%	/	-1.2%	?	0.1%
BRCA1 expr act	-14%	-35%	43%	-26%	-46%	-17%
MLL CXXC-DNA inh	-1%	-16%	/	-2%	/	-5%
TRPV1 agonist	-4	-2	/	29	/	2
a7 integrin act	6%	-29%	25%	3%	/	9%
TSG101-PTAP inh	1%	1%	-3%	0%	0%	-1%
AT treatment	-1%	-23%	/	0%	0%&-16%	-1%
p53 reactivation	-5%	0%	/	7%	?	?

25: CN1C=CC=C/C1=C1\SC(=S)N(c2ccccc2)C1=O
26: COc1ccc(OC)c(NC(=O)C2CCN(C(=O)c3cccs3)CC2)c1
27: CN(C(=O)c1nn(C)c2c1CSc1ccccc1-2)c1ccccc1Cl
28: Nc1nc(CN2CCOCC2)cs1
29: CCOc1ccc([N+](=O)[O-])cc1CNC1CCCCCCC1
30: CC(=O)c1c(C)n(-c2ccccc2)c2ccc(O)cc12
compound no.	25	26	27	28	29	30
ELG1 DNA repair	7%	1%	18%	-1%	-13%	?
TCR activator	11%	8%	4%	/	-1%	3%
B2AR arrestin	-0.3%	0.0%	-0.7%	-0.1%	-1.1%	-0.1%
BRCA1 expr act	12%	0%	15%	11%	-18%	-8%
MLL CXXC-DNA inh	0%	0%	0%	17%	-3%	2%
TRPV1 agonist	-2	1	5	2	4	3
a7 integrin act	-2%	-11%	14%	-5%	-52%[inhibitor]	32%
TSG101-PTAP inh	0%	3%	-7%	-2%	0%	-13%
AT treatment	-8%	3%	-1%	7%	-2%	10%
p53 reactivation	0%	-2%	-5%	-2%	/	-8%

31: N#C/C(=C\c1c(N2CCCCCC2)nc2ccccn2c1=O)C(=O)NC1CCS(=O)(=O)C1 (stereo not given)
32: Cc1ccc(-c2nc3ccccc3c(=O)n2NC(=S)N(C)C)cc1
33: COc1ccccc1Nc1nc(N)nc(-c2cc3ccccc3o2)n1
34: COc1ccc2c(c1)c(CC(=O)OCC(N)=O)c(C)n2C(=O)c1ccc(Cl)cc1
35: CCSc1nnc(NC(=O)CSc2nccn2-c2cc(C)cc(C)c2)s1
36: Cc1nc2ccc(NC(=S)NCCCO)cc2nc1C
compound no.	31	32	33	34	35	36
ELG1 DNA repair	-27%	17%	0%	-26%	14%	?
TCR activator	2%[46.1 µM]	2%[46.1 µM]	/	4%	-1%	-2%
B2AR arrestin	-0.8%	-1.8%	-0.3%	0.1%	-0.4%	0.4%
BRCA1 expr act	-16%	11%	?	-5%	-8%	11%
MLL CXXC-DNA inh	4%	8%	17%	2%	-28%	-12%
TRPV1 agonist	-1	-6	14	7	-7	0
a7 integrin act	24%	25%	-5%	16%	-11%	0%
TSG101-PTAP inh	-1%	-4%	1%	-5%	-1%	-1%
AT treatment	-2%	4%	2%	-4%	9%	5%
p53 reactivation	-7%	3%	?	-2%	1%	3%

Among those listed so far, these have a nitro group on carbon.
9: Cn1nc([N+](=O)[O-])nc1S(C)(=O)=O
29: CCOc1ccc([N+](=O)[O-])cc1CNC1CCCCCCC1
compound no.	9	29
ELG1 DNA repair	?	-13%
TCR activator	11%	-1%
B2AR arrestin	0.0%	-1.1%
BRCA1 expr act	-44%	-18%
MLL CXXC-DNA inh	1%	-3%
TRPV1 agonist	0	4
a7 integrin act	-74%[inhibitor]	-52%[inhibitor]
TSG101-PTAP inh	2%	0%
AT treatment	-3%	-2%
p53 reactivation	-11%	/

Other results
37: Cc1nc(C)c(-c2ccc(SCC(=O)Nc3cccc(Cl)c3C)nn2)s1
38: Cc1ccc(/C=C(/C#N)c2nc(CCN3C(=O)c4ccccc4C3=O)cs2)cc1
39: COc1ccc(NC(=S)NCCc2ccccc2)c(OC)c1
40: O=C(NC1CCc2ccccc21)C1CCN(S(=O)(=O)c2ccc(-n3cnnn3)cc2)CC1 (stereo not given)
compound no.	37	38	39	40
ELG1 DNA repair	?	-8%	-4%	-4%
TCR activator	0%	5%	2%	-1%
B2AR arrestin	-0.6%	13%	-0.1%	-0.1%
BRCA1 expr act	-1%	-6%[1.84 µM]	0%	-5%
MLL CXXC-DNA inh	4%	-10%	18%	43%[activator]
TRPV1 agonist	21	12	-2	2
a7 integrin act	-8%	-23%	5%	-15%
TSG101-PTAP inh	0%	-1%	-10%	-1%
AT treatment	-2%	-9%	0%	11%
p53 reactivation	-47%[inhibitor]	-4%	-8%	-3%
